Screening results (PubChem BioAssay)
PTEN del growth: growth suppressors of cells with PTEN tumor suppressor deletion; HCT116 PTEN-null viability, CellTiter-Glo, 60 h; stronger effect = lower value; viability, % at 10 µM; actives 1.2% (n = 140,000); AID 827;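 active = viability at or below a set limit, 4 SD under the median of all tested compounds, cut at about 3.7% in these data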;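 also: PTEN knockout HCT116 line with beta catenin targeted HCT116 as companion control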
MRP1 act: activates MRP-1; H69AR cells + doxorubicin, viability rescue, CellTiter-Glo; viability increase, % at 10 µM; actives 0.61% (n = 140,000); AID 799;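 active = viability gain under doxorubicin at or above a set limit, the compound median plus 3 SD, cut at about 4.7% in these data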;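 also: MRP-1 overexpressing cells given doxorubicin 25 µM after compound pretreatment; 18-22 h compound pretreatment then 72 h with doxorubicin before readout; 0% = doxorubicin-only wells and 100% = vehicle-treated cells without doxorubicin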
BB579 growth dn: yeast BB579 growth reduction in restrictive medium; S. cerevisiae BB579 growth, OD615, 48 h; inhibition, % at 10 µM; actives 0.51% (n = 140,000);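 active = inhibition above a set limit, 3 SD over the mean compound inhibition, cut at about 44% in these data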; also: inactives centre near -24
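Assay system – yeast BB579 (DeaD) · Dosing – single compound dose of 10 µM, 0.25% DMSO final · Detection – OD615 turbidity measurement · Buffer or medium – CSMM-D restrictive synthetic medium containing dextrose (glucose) · Benchmarks – positive control amphotericin B 10 µg/mL · Incubation – 48 h exposure, 30 °C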
E-sel TNF inh: TNF alpha driven E-selectin expression inhibition | HUVEC TNFa-induced E-selectin immunofluorescence, high content | inhibition, % at 2 µM | actives 0.71% (n = 120,000) | AID 1246;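 active = inhibition above the batch mean plus 3 SD, and confirmed as a hit on visual image review, cut at about 43% in these data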;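 also: 0% = TNF-stimulated DMSO wells and 100% = unstimulated control wells; not every result past the cut was called active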
GALR2 blocker: GALR2 (human) receptor antagonism; actives 0.39% (n = 140,000); inhibition, % at 4 µM; AID 828; GALR2-expressing cells, antagonist mode; O43603; in the data active = inhibition above about 27%;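 also: cells stimulated with galanin 1-16 at roughly its EC80; 0% = agonist challenge control and 100% = basal control without agonist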
Target sequence (O43603 whole entry, looked up): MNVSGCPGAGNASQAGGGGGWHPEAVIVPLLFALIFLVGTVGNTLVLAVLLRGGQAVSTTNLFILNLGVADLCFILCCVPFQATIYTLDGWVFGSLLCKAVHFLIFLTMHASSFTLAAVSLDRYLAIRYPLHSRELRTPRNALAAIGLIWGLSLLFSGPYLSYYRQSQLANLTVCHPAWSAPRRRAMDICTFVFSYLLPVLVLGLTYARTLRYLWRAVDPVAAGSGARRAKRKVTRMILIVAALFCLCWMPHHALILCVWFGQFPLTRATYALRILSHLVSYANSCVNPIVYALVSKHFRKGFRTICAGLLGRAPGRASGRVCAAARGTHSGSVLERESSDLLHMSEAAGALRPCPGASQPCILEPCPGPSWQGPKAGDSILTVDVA
Phagocyt inh: inhibitors of macrophage phagocytosis. J774A.1 macrophage IgG-bead phagocytosis, imaging. inhibition, % at 5 µM. actives 0.07% (n = 110,000);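 active = inhibition above the mean of the plate negative controls plus 5 SD, cut at about 13% in these data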;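 also: phagocytic index as fraction of beads internalized from green versus red external bead signal; plate controls were DMSO negative control for no effect and cytochalasin-D positive control for full effect; some results beyond the cut were filed as inactive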
Measles CPE: protection of cells from measles virus | Measles virus-infected cells, CPE protection, absorbance | protection (pct of control), % at 4 µM | actives 1.5% (n = 140,000); in the data active = protection mostly above about 24%, no sharp cut-off; inactive = mostly below about 26%; also: some compounds called inactive have numbers as strong as hits
bCat KO growth: beta-catenin-lacking colon tumor cell growth suppression; HCT116 beta-catenin knockout viability, CellTiter-Glo, 60 h; stronger effect = lower value; viability, % at 10 µM; actives 1.5% (n = 140,000); AID 818;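 active = viability at or under a set limit, the compound median less 4 SD, cut at about 6% in these data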;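 also: 0% = Hyamine 1622 control at 20 µM and 100% = untreated cell control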
NPY-Y2 antag: antagonists of human neuropeptide Y receptor Y2; NPY-Y2 expressing cells, antagonist mode; inhibition, % at 2.7 µM; actives 0.99% (n = 140,000); P49146; in the data active = inhibition above about 17%;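 also: 0% = vehicle with agonist challenge and 100% = reference antagonist with challenge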
Target sequence (P49146 whole entry, looked up): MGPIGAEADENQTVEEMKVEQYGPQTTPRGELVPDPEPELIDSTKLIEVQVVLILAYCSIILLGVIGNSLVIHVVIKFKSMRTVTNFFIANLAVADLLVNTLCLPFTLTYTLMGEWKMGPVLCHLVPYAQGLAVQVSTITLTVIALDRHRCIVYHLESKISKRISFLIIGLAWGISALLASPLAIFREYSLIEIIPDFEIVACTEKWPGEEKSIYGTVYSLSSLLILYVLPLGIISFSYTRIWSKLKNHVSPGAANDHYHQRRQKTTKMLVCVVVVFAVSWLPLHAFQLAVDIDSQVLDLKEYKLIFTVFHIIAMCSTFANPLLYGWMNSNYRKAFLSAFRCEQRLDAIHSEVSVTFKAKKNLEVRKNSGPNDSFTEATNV
Yeast life ext: yeast lifespan extension; actives 0.68% (n = 130,000); inhibition of the nicotinamide effect, % at 10 µM; S. cerevisiae growth with nicotinamide, OD615; deaD strain in restrictive glucose medium;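 active = inhibition above a set limit, placed 3 SD over the median of all compounds, cut at about 26% in these data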;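 also: 0% = nicotinamide-treated wells and 100% = cells grown without nicotinamide; some compounds called inactive have numbers as strong as hits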
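System: DeaD-strain S. cerevisiae / Buffer or medium: CSMM-D, restrictive glucose (dextrose) synthetic minimal medium / Probe or stimulus: nicotinamide, 1.5 mM, co-present with compound / Compound: one concentration, 10 µM, DMSO 0.25% / Incubation: 48 h compound exposure at 30 °C, humidified / Technique: optical density (absorbance) at 615 nm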
* marks the source's active call; other numbers are inactive results; . = no result given; & = joins results of further samples.

SMILES	PTEN del growth	MRP1 act	BB579 growth dn	E-sel TNF inh	GALR2 blocker	Phagocyt inh	Measles CPE	bCat KO growth	NPY-Y2 antag	Yeast life ext
C=CCc1cc(OC)ccc1OCCON1C(=O)CCC1=O	97	0.7	-15	11	2	0	24	94	-1	-22
Cc1cc(/C=C2/NC(=O)NC2=O)c(C)n1-c1sc2c(c1C#N)CCCC2	81&84	-2.0	-37	-19	-20	.	6	90	0	-12
Cc1cc2cc(CN3C(=O)c4ccccc4C3=O)ccc2n1C	97	-1.8	-18	-3	0	-4	10	97	3	3
CCOc1ccccc1-n1c(SCC(=O)NC(C)(C)C)nnc1-c1ccoc1C	94	-1.9	-39	1	-1	1	6	84	10	-11
O=C(CSCc1ccccc1)N1CCc2ccccc21	97	-1.6	-39	21	2	0	9	90	7	-6
Cc1ccc(CNC(=O)CCS(=O)(=O)c2cc(Br)cc3c2N(C(=O)C2CC2)CC3)o1	99	-1.9	-4	25	10	2	10	93	1	-13
Cc1nc(-c2ccccc2)cs1	89	-0.7	-21	10	-4	1	11	100	-2	-1
CCn1cc(/C=N\NC(=O)C2(C)CC2(Cl)Cl)c(C)n1 (stereo not given)	94	-0.9	-58	-1	1	2	13	87	0	5
CCCCCCCCn1cnc2c(N)c(C)c(C)cc21	90	-1.3	5	8	-2	.	2	82	2	-26
CCC/C=N/NC(=O)c1cc(-c2ccccc2)nc2ccccc12	92	0.1	-9	.	4	-11	9	81	2	0
O=c1oc(-c2cccnc2)nc2ccccc12	98	-2.2	-11	27	1	0	10	95	0	12
CC(=O)C(C(C)=O)C1(O)C(=O)c2ccccc2C1=O	93	-3.5	-5	11	-3	0	9	82	1	-10
Cc1cccc(N2CCN(C(=O)CCCSc3nc4ccccc4[nH]3)CC2)c1C	48	-0.2	-42	-6	6	.	10	45	1	-9
Cc1ccc(NN=C2C(=O)OC(C)(C)OC2=O)c(C)c1	95	1.8	-1	-8	5	-3	6	92	6	-2
O=C(NC1CCCCC1)n1c(=O)oc2ccccc21	94	0.3	-6	-2	7	0	25	102	0	-14
COc1ccc(-c2cnc3nc[nH]c(=O)c3n2)cc1	97	0.4	-33	4	2	.	15	105	4	.
CCOC(=O)CC(=O)CSc1ccc2nnc(-c3ccccc3)n2n1	87	-0.6	-10	-15	2	0	13	94	0	-16
COc1ccc(-c2csc(Cc3nnc4n3CCCCC4)n2)cc1OC	111	0.3	-44	0	-9	-1	6	110	6	-6
O=C(NCCCN1CCN(c2ccccc2F)CC1)Nc1ccc(F)cc1	89	-0.8	3	-9	1	3	6	90	3	-4
O=C1OC(Nc2ncccn2)c2ccccc21 (stereo not given)	90	-0.8	-4	2	-11	-1	27	95	-1	0

3 of the entries above in order of the E-sel TNF inh value, ascending.
SMILES | BB579 growth dn | E-sel TNF inh | GALR2 blocker | Phagocyt inh | Measles CPE | NPY-Y2 antag | Yeast life ext
O=C(NC1CCCCC1)n1c(=O)oc2ccccc21 | -6 | -2 | 7 | 0 | 25 | 0 | -14
COc1ccc(-c2csc(Cc3nnc4n3CCCCC4)n2)cc1OC | -44 | 0 | -9 | -1 | 6 | 6 | -6
O=c1oc(-c2cccnc2)nc2ccccc12 | -11 | 27 | 1 | 0 | 10 | 0 | 12

Next structures follow:
SMILES	PTEN del growth	MRP1 act	BB579 growth dn	E-sel TNF inh	GALR2 blocker	Phagocyt inh	Measles CPE	bCat KO growth	NPY-Y2 antag	Yeast life ext
CC(C)(C)OC(=O)N1CCC[C@H]1c1nnc(SCc2ccccc2Cl)o1	83	-0.9	15	12	1	-1	6	97	2	-11
Cc1ccc(-c2nc(N)sc2-c2ccccc2)cc1C	104	0.2	79*	.	-3	-4	3	91	1	-6
O=S(=O)(c1ccc(Br)c2nsnc12)N1CCOCC1	86	-3.9	-28	-11	22	-2	7	64	-1	-2
O=c1[nH]n(-c2ncnc3c2cnn3-c2ccccc2)c(=O)c2ccccc12	111	-0.1	-47	-32	5	-1	9	100	2	-8
Cc1ccc(C2C3=C(CC(C)(C)CC3=O)NC3=C2C(=O)CC(C)(C)C3)o1	86	-1.2	24	.	9	1	2	75	2	-12
Cc1nn(Cc2ccccc2)c(Cl)c1C(=O)OCc1nnc(-c2ccccc2)o1	79	0.7	-67	-18	-10	-1	11	82	13	3
Cc1nc(SCC(=O)NCc2ccco2)c2oc3ccccc3c2n1	75	-1.2	5	.	8	0	14	78	1	-19
O=C(CN1C(=O)c2cccc3cccc1c23)NCc1ccccn1	104	-0.6	17	9	12	-5	0	92	1	-7
COc1ccc(NC(=O)C2C3C=CC4(CN(Cc5cccnc5)C(=O)C24)O3)c(OC)c1 (stereo not given)	99	-0.1	-49	-20	-1	0	7	101	2	-1
CCCCn1c(SCc2cccc([N+](=O)[O-])c2)nc2ccsc2c1=O	76	2.3	-22	.	-2	2	5	72	6	2
COc1cccc(NC(=O)c2ccc(-n3cccn3)nc2)c1	103	-2.5	-25	29	1	.	13	101	3	-7
CN(C)S(=O)(=O)c1cccc(C(=O)OCC(=O)NCc2ccccc2)c1	97	-0.9	-29	0	-1	.	18	88	2	24
Cc1c(N=Cc2ccc(Cl)o2)c(=O)n(-c2ccccc2)n1C	102	0.3	-24	.	-8	.	5	87	2	-2
CSc1nc(N)nc(SCC(=O)C23CC4CC(CC(C4)C2)C3)c1C#N	47	-5.8	-35	-1	-4	.	18	57	12	-6
COc1ccc(-c2nc(C#N)c(NCCCn3ccnc3)o2)cc1OC	81	-3.4	1	9	6	.	12	81	0	-12
Clc1ccc(-c2noc(CSc3nnc(Cc4cccs4)n3-c3ccccc3)n2)cc1	69	0.4	-11	13	-23	.	7	68	14	17
N#CCSc1nnc2c(Cl)cc(Cl)cn12	102	0.2	-5	12	12	0	37	92	-2	-21
CCOC(=O)C1=C(C)N(C)C(=S)NC1c1ccc(Cl)cc1Cl (stereo not given)	78	-1.2	-21	.	0	-8	11	79	4	-1
CCc1cc(SC#N)cc(C)c1NC(=O)CCl	59	-4.2	-6	.	9	2	5	58	0	9
CCOC(=O)c1cnc2c(Cl)cc(Cl)cc2c1NCCOCCO	62	-3.5	-8	32	-10	-2	18	75	1	-24
Cc1cc(C(=O)CN2C(=O)c3ccccc3S2(=O)=O)c(C)n1CC1CCCO1 (stereo not given)	102	-3.0	-2	-25	3	-4	2	99	2	-2
CC(C)(C)c1nc2c(C#N)c(-c3ccc(Cl)cc3)ccn2n1	67	-1.2	-97	-2	-15	0	14	61	7	-10
CCCC(=O)Nc1cccc(NC(=O)c2ccc3c(c2)OCCO3)c1	85	-1.4	-40	-19	6	-2	5	89	1	-4
CCC(C)[C@H](NC(=O)NCCCN1CCOCC1)C(=O)OC (stereo not given in full)	95	0.5	-6	4	2	0	12	90	2	-6
CCOC(=O)c1sc2ccccc2c1OC(=O)c1ccccc1	98	2.4	-55	-23	12	-1	15	93	2	8
CCC(=O)Nc1cccc(NC(=S)NC(=O)c2cccs2)c1	96	-2.1	-24	-17	1	-6	1	95	3	2
CCCN1C(=O)SC(CC(=O)Nc2ccccc2C)C1=O (stereo not given)	69	1.4	-24	10	6	.	4	66	-2	.
CCOC(=O)c1c(NC(=O)CSC2=NN3CCCC(=O)N=C3S2)sc2c1CCCCC2	48	-2.5	-17	42	0	.	6	45	19*	-2
Cc1cc(C)c2cc(CN(CCO)Cc3nnnn3Cc3ccccc3)c(=O)[nH]c2c1	85	-1.7	-33	.	2	-1	12	83	1	-25
O=C(CSc1nc(-c2ccco2)cc(C(F)(F)F)n1)NCc1cccs1	88	-2.4	-36	5	-4	-1	2	97	3	-3

Taken from above.
Value for `CCOC(=O)c1c(NC(=O)CSC2=NN3CCCC(=O)N=C3S2)sc2c1CCCCC2` in GALR2 blocker: 0
Value for `CCC(=O)Nc1cccc(NC(=S)NC(=O)c2cccs2)c1` in Yeast life ext: 2
Value for `Cc1cc(C)c2cc(CN(CCO)Cc3nnnn3Cc3ccccc3)c(=O)[nH]c2c1` in GALR2 blocker: 2
Value for `Cc1cc(C(=O)CN2C(=O)c3ccccc3S2(=O)=O)c(C)n1CC1CCCO1` (stereo not given) in NPY-Y2 antag: 2

Remaining list, next part:
SMILES	PTEN del growth	MRP1 act	BB579 growth dn	E-sel TNF inh	GALR2 blocker	Phagocyt inh	Measles CPE	bCat KO growth	NPY-Y2 antag	Yeast life ext
CCOC(=O)N1CCN(c2cc(N)c([N+](=O)[O-])cc2F)CC1	101	0.9	-36	14	3	.	13	95	1	-24
Cc1ccc(C(=O)NN2C(=O)/C(=C/c3cn(C)c4ccccc34)SC2=S)cc1	94	-4.4	-20	-12	5	5	21	88	3	3
CC1CCCCN1C(=O)NC12CC3CC(CC(C3)C1)C2 (stereo not given)	97	-1.0	3	-1	-15	0	19	93	0	6
Cc1ccccc1NC(=O)c1ccc(S(=O)(=O)C(F)F)cc1	95	-2.1	-16	.	16	-5	14	88	1	-5
CCC(C)(C)n1nnnc1CN1CCN(c2nc3cc(OC)ccc3cc2C#N)CC1	72	0.4	-26	7	11	0	14	66	8	-7
COc1ccc(Nc2c3c(nc4c(-c5ccccc5)c(C)nn24)CCC3)cc1	74	-0.7	-18	.	-4	-7	31	78	2	4
CN1/C(=C\C=C(/C#N)C(=O)Nc2ccccc2F)C(C)(C)c2ccccc21	106	1.9	-42	.	12	-5	14	86	9	0
COCCN(C(=O)CCC(=O)Nc1ccccn1)C(C(=O)NCCC(C)C)c1ccc(OC)cc1 (stereo not given)	99	-1.0	-71	8	-7	0	3	100	-2	-5
Cn1cc(CNC(=O)C23CC4CC(CC(C4)C2)C3)cn1	100	-0.9	-10	-7	1	.	20	96	5	.
CC(=O)Nc1ccc(S(=O)(=O)NCc2ccc3c(c2)cc(C)n3C)cc1	90	-2.0	-31	.	6	-1	4	98	4	-5
Cc1cc(=O)n(C)c(=O)n1CCCCCCOc1ccc([N+](=O)[O-])cc1	72	-3.0	0	9	4	-10	5	76	0	1

Profiles as entered above. Order of values: PTEN del growth | MRP1 act | BB579 growth dn | E-sel TNF inh | GALR2 blocker | Phagocyt inh | Measles CPE | bCat KO growth | NPY-Y2 antag | Yeast life ext
Listed for CCC(C)(C)n1nnnc1CN1CCN(c2nc3cc(OC)ccc3cc2C#N)CC1 → 72 | 0.4 | -26 | 7 | 11 | 0 | 14 | 66 | 8 | -7
Listed for Cn1cc(CNC(=O)C23CC4CC(CC(C4)C2)C3)cn1 → 100 | -0.9 | -10 | -7 | 1 | . | 20 | 96 | 5 | .
Listed for COc1ccc(Nc2c3c(nc4c(-c5ccccc5)c(C)nn24)CCC3)cc1 → 74 | -0.7 | -18 | . | -4 | -7 | 31 | 78 | 2 | 4
Listed for CN1/C(=C\C=C(/C#N)C(=O)Nc2ccccc2F)C(C)(C)c2ccccc21 → 106 | 1.9 | -42 | . | 12 | -5 | 14 | 86 | 9 | 0
